Bioassay records as filed in PubChem.
PAFAH1B3 FP inh: PAFAH1B3 enzyme inhibitors, primary screen, biochemical, fluorescence polarization, human. 0.28% of 340,000 active. Platelet-activating factor acetylhydrolase IB subunit alpha1 (Homo sapiens), Q15102. inhibition, % at 3.39 µM. recombinant PAFAH1B3, FP-rhodamine probe. AID 492972, 2010;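 active = inhibition above the screen-wide average of all tested compounds plus 3 SD, cut at about 25% in these data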;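 note: 0% = enzyme with DMSO only and 100% = wells lacking PAFAH1B3 protein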
GSTO1 inh: inhibitors of recombinant GSTO1, primary screen, counter-screen for RBBP9 inhibitor project, biochemical, fluorescence polarization; 1.1% of 300,000 active; inhibition, % at 5.96 µM; activity-based probe fluorescence polarization; Glutathione S-transferase omega-1 (Homo sapiens), P78417;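 active = inhibition above the campaign mean inhibition plus 3 SD, cut at about 35% in these data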;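 note: 0% = GSTO1-1 with DMSO and 100% = wells lacking GSTO1-1 enzyme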
Target sequence (P78417 whole entry, looked up): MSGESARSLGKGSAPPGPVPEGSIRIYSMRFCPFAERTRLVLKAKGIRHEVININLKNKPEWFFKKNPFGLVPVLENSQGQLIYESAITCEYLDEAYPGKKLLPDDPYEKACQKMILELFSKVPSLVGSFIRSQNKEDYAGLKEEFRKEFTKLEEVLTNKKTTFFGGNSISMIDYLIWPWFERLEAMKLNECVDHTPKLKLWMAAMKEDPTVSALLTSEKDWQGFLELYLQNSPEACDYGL
LYPLA2 counter: LYPLA2 inhibitors, primary screen, counter-screen for PME1 inhibitor project, biochemical, fluorescence polarization, FP-Rh probe ABPP; Acyl-protein thioesterase 2 (Homo sapiens), O95372; inhibition, % at 5.9 µM; recombinant LYPLA2; AID 2177, 2009; 0.38% of 320,000 active;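 active = inhibition above the screen-wide mean plus 3 SD, limit set per campaign, cut at about 26% in these data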;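 note: 0% = LYPLA2 with DMSO and 100% = wells lacking LYPLA2 enzyme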
Target sequence (O95372 whole entry, looked up): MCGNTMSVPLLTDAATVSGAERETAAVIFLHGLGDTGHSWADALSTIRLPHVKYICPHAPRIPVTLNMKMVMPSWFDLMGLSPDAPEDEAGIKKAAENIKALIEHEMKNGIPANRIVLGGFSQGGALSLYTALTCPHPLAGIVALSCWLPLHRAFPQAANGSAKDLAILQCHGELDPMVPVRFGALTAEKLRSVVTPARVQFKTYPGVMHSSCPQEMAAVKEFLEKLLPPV
pPAFAH FP inh: pPAFAH enzyme inhibitors, primary screen, biochemical, fluorescence polarization, human. Platelet-activating factor acetylhydrolase (Homo sapiens), Q13093. recombinant pPAFAH, FP-rhodamine probe fluorescence polarization. inhibition, % at 3.39 µM. 1.5% of 330,000 active. AID 463082, 2010;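 active = inhibition above the mean inhibition across the screen plus 3 SD, cut at about 25% in these data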;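 note: inhibitors block binding of the rhodamine activity-based probe so polarization drops; 0% = enzyme with DMSO and 100% = wells lacking pPAFAH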
PME-1 primary: PME-1 inhibitors via competitive probe labeling, primary screen, biochemical, fluorescence polarization, FP-Rh probe, HTS | Protein phosphatase methylesterase 1 (Homo sapiens), Q9Y570 | AID 2130, 2009 | 0.53% of 320,000 active | recombinant PME-1 | inhibition, % at 5.9 µM;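 active = inhibition above the campaign mean of all compounds plus 3 SD, cut at about 26% in these data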;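 note: competitive labeling of PME-1 active site by serine hydrolase directed probe; 0% = PME-1 with DMSO and 100% = wells lacking PME-1 enzyme; inhibitors block probe labeling so polarization falls and inhibition rises; many of its hits are not listed in these tables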
PAFAH1B2 inh: PAFAH1B2 enzyme inhibitors, primary screen, biochemical, fluorescence polarization, human | AID 492953, 2010 | inhibition, % at 3.39 µM | recombinant PAFAH1B2, FP-rhodamine activity probe | 1.2% of 340,000 active | Platelet-activating factor acetylhydrolase IB subunit alpha2 (Homo sapiens), P68402;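 active = inhibition above the mean of all tested compounds plus 3 SD, cut at about 24% in these data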;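 note: 0% = enzyme with DMSO and 100% = wells lacking PAFAH1B2; many of its hits are not listed in these tables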
Target sequence (P68402 whole entry, looked up): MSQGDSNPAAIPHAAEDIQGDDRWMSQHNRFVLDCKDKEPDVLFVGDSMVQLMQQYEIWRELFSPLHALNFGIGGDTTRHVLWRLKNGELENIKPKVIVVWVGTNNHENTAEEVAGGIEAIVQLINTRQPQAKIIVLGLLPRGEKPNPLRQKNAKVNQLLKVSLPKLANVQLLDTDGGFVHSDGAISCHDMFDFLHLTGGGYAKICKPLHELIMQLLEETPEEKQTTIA
PAFAH2 FP inh: PAFAH2 enzyme inhibitors, primary screen, biochemical, fluorescence polarization, human | inhibition, % at 3.39 µM | recombinant PAFAH2, FP-rhodamine activity probe | Platelet-activating factor acetylhydrolase 2, cytoplasmic (Homo sapiens), Q99487 | 0.99% of 340,000 active | AID 492956, 2010;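 active = inhibition above the mean over all tested compounds plus 3 SD, cut at about 30% in these data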;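 note: inhibitors block probe labeling of enzyme so polarization drops; 0% = enzyme with DMSO and 100% = wells lacking PAFAH2 protein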
PAD4 FP inh: human PAD4 inhibitors, primary screen, biochemical, fluorescence polarization, 1536-well format | recombinant PAD4, RCA probe fluorescence polarization | 0.41% of 330,000 active | inhibition, % at 6.36 µM | Protein-arginine deiminase type-4 (Homo sapiens), Q9UM07;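 active = percent inhibition above a cutoff equal to the mean of all tested compounds plus 3 SD, cut at about 15% in these data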;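 note: 0% = PAD4 with RCA probe and DMSO and 100% = probe without PAD4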
LYPLA1 counter: LYPLA1 inhibitors, primary screen, counter-screen for PME1 inhibitor project, biochemical, fluorescence polarization, FP-Rh probe ABPP | Acyl-protein thioesterase 1 (Homo sapiens), O75608 | recombinant LYPLA1 | inhibition, % at 5.9 µM | 0.16% of 320,000 active | AID 2174, 2009;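 active = inhibition above the mean of all tested compounds plus 3 SD, set per campaign, cut at about 14% in these data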;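 note: inhibitors block serine hydrolase probe labeling of LYPLA1 so polarization falls; 0% = enzyme with DMSO and 100% = wells lacking LYPLA1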
Target sequence (O75608 whole entry, looked up): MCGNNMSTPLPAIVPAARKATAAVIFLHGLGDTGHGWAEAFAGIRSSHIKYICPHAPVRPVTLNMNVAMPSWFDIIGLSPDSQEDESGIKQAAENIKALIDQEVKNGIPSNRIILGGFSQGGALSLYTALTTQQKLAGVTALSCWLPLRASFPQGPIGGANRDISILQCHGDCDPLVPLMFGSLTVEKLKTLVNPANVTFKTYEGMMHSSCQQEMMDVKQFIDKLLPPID
The depositor's hits bear a star; / = no result given.

SMILES	PAFAH1B3 FP inh	GSTO1 inh	LYPLA2 counter	pPAFAH FP inh	PME-1 primary	PAFAH1B2 inh	PAFAH2 FP inh	PAD4 FP inh	LYPLA1 counter
COc1cc2c(c(OCC(=O)NC(C)C)c1)C(=O)O[C@@H](C)CCCC(=O)CCCCC2	6	4	4	11	9	3	2	0	4
O=C(CSc1ccccc1)N1CCCC(N2CCN(c3cccc(Cl)c3)CC2)C1 (stereo not given)	12	-9	69*	8	6	4	8	-1	9
O=C(CCNS(=O)(=O)c1ccc(Cl)cc1)N1CCC2(O)CCCCC2C1 (stereo not given)	-5	2	6	-2	-2	-3	-1	0	0
Cc1cc2nc3c(nc2cc1C)C1(C(=O)O)CCC3(C)C1(C)C (stereo not given)	-1	-2	1	-3	-2	-4	-8	7	2
Cc1nc2ncnn2c(N2CCN(S(=O)(=O)c3ccc(Br)cc3)CC2)c1C	1	-7	-9	3	1	14	3	3	-5
CC(=O)NCCc1nc2cc(NS(=O)(=O)c3ccc(Cl)cc3)ccc2n1C	2	16	-2	-7	-10	14	8	-7	-6
CC(=O)NC(=S)Nc1ccc(S(=O)(=O)N2CCOCC2)cc1	-5	-1	-3	1	-2	2	5	-2	-2
CCc1ccc(C(=O)NNC(=O)OC)cc1	3	0	9	17	2	5	-5	-2	3
COc1cccc(NC(=O)C2CCCN2C(=O)OCc2ccccc2)c1 (stereo not given)	6	2	3	1	-7	-6	4	2	1
CC12C(=O)N(Cc3ccccc3)C(=O)C1C1C=CC2C1 (stereo not given)	-2	2	-1	3	-6	2	14	2	-1
COc1cccc(C(=O)NCC(c2cccs2)N2CCOCC2)c1 (stereo not given)	9	/	-1	-1	-1	1	2	-4	1
COc1ccc(S(=O)(=O)NCC2CCCN(Cc3ccccc3Cl)C2)cc1 (stereo not given)	3	20	1	14	3	7	3	-4	1
Cc1csc2ncc(C(=O)Nc3ccccc3F)c(=O)n12	-2	1	2	1	-1	2	-4	-5	-5
O=[N+]([O-])c1cc(-c2csc(NCCc3nc4cc(Cl)c(Cl)cc4n3CCCO)n2)ccc1Cl	16	-10	12	31*	11	18	-3	-4	-5
CC1Cc2nc(SCC(=O)N3CCOCC3)n(C)c(=O)c2S1 (stereo not given)	0	-3	-6	4	0	-1	-2	-2	-3
Cc1ccc(OCCC(=O)Nc2c(C)n(C)n(-c3ccccc3)c2=O)cc1	5	4	3	1	4	4	1	-6	5
COc1ccc(OC)c(NC(=O)CSc2nnnn2-c2ccc3c(c2)OCO3)c1	-2	1	-7	18	2	-4	7	1	0
CCOc1ccc(NC(=O)CN(C)C(=O)CSCc2cccc(C)c2)cc1OCC	13	0	3	0	-1	0	5	-3	2
Cc1cc(C(=O)NC2CC(C)(C)Cc3c2cnn3-c2cccc(F)c2)n(C)n1 (stereo not given)	4	-5	8	-3	-2	0	0	4	2
C=CCN1C(=O)CSc2ccc(C(=O)NCc3ccco3)cc21	-9	-3	-1	11	-4	5	4	0	2
CCOC(=O)C1CCN(C(c2cc3cc(C)cc(C)c3[nH]c2=O)c2nnnn2C2CCCCC2)CC1 (stereo not given)	5	3	1	2	0	2	2	4	-2
O=c1oc(-c2ccccc2)nc2sc3c(c12)CCCC3	6	-16	-6	-5	1	-1	49*	5	-3
NC(=O)C(c1cccc(Cl)c1)c1ncc(C(F)(F)F)cc1Cl (stereo not given)	12	0	2	-1	-2	3	0	-1	2
O=C1NC2(CCCCC2)C(=O)N1Cc1cc(=O)n2ccsc2n1	6	21	1	4	3	1	5	-3	-1
Cc1ccc(NC(=O)CSc2nnc([C@@H]3CCCN3C(=O)OC(C)(C)C)o2)c(C)c1	0	34	4	1	-3	0	-5	-1	0
CN(C)c1ccc(-c2noc(-c3ccccc3O)n2)cc1	10	0	0	-2	-2	8	0	2	-1
COc1ccc(C(=O)NNc2ccccc2)cc1	0	2	1	1	0	5	-3	-9	2
Cc1cccc(N2CCN(C(=O)c3ccc(NS(=O)(=O)c4c(C)noc4C)cc3)CC2)c1C	1	0	2	11	-6	2	0	3	-1
CCS(=O)(=O)c1ccc2oc(SCC(=O)Nc3ccc(OC)c(OC)c3)nc2c1	13	6	8	6	5	4	-1	-4	4
CCc1ccc(/C=C2/C(=O)N(c3ccccc3)C(=S)N2CC(=O)OC)s1	8	-1	1	0	2	3	-2	0	-3
CC[C@@]12C(=O)N(c3ccc(C)cc3)C(=O)N1[C@H](c1ccc(Br)cc1)[C@@H]1C(=O)N(C(C)(C)C)C(=O)[C@@H]12	-1	4	-1	2	9	-2	0	6	0
CCOc1ccc(C(c2c(O)nc(SC)n(C)c2=O)c2c(O)nc(SC)n(C)c2=O)cc1	3	3	1	-7	-6	9	3	-2	0
COC(=O)CC1C(=O)NCCN1C(=S)NC(=O)c1sc2ccccc2c1Cl (stereo not given)	-1	0	4	10	3	3	9	5	4
Cc1cc(C)cc(NC(=O)COC(=O)CNC(=O)C2CCCCC2)c1	6	/	-1	3	0	-2	-3	0	-2
COc1cccc2sc(Nc3nnc(-c4cccs4)o3)nc12	2	-79	-1	10	18	-2	9	-2	-5
Cc1cc(=O)oc2cc(OCC(=O)NCC3CCC(C(=O)O)CC3)ccc12 (stereo not given)	8	-1	0	0	1	1	3	0	2
Cc1ccc(S(=O)(=O)Nc2ccccc2C(=O)N2CCN(C)CC2)cc1	5	5	12	-3	12	1	4	-2	-1
O=C(Nc1cccc(F)c1)C1CCN(C(=O)NCc2ccccc2)CC1	-4	-1	1	4	2	5	7	-7	-2
Clc1ccc2[nH]c3c(N4CCC5(CC4)OCCO5)ncnc3c2c1	/	-11	1	4	9	/	/	0	0
Cc1cc(NC(=O)c2cc(C(C)(C)C)oc2C)no1	-4	3	2	3	0	7	5	-2	-2
CCCc1nc2sc3c(c2c(=O)[nH]1)CCCC3	4	6	6	1	1	2	2	0	-1
Cn1c(=O)[nH]c(=O)c2[nH]c(CN3CCN(C(=O)c4ccco4)CC3)nc21	1	-6	7	2	-1	-1	-7	3	-1
Cc1ccc(C)c(NC(=O)CSc2ncnc3nc[nH]c23)c1	0	1	-3	3	2	4	-6	2	-1
N#Cc1nc(COc2ccccc2)oc1N1CCN(Cc2ccccc2)CC1	10	-1	5	4	4	3	-1	0	1
CCOC(=O)Cc1csc(N/C(=N/S(=O)(=O)c2ccc(F)cc2F)c2ccccc2)n1	3	-12	-2	-2	-7	5	-10	0	-3
CC(C)(C)NC(=O)CSc1nc2ccc(NC(=O)CSc3nnc(N)s3)cc2s1	4	-1	0	1	1	2	4	7	-1
O=C(CSc1nc2ccccc2s1)Nc1ccc(N2CCOCC2)c(Cl)c1	3	-4	12	7	13	2	4	-3	-4
Cc1cc(C)nc(NC(=O)c2ccc([N+](=O)[O-])c(C)c2)n1	5	1	-7	4	-5	3	-3	1	-5
O=C(Cc1cccc2ccccc12)Nc1ccc2oc(-c3ccccc3)nc2c1	1	-2	-12	-2	-15	-6	-13	-1	-9
CCCC(=O)NC(c1cccs1)c1cc(Cl)c2cccnc2c1O (stereo not given)	10	-43	3	33*	-1	4	4	-7	1

Next section
SMILES	PAFAH1B3 FP inh	GSTO1 inh	LYPLA2 counter	pPAFAH FP inh	PME-1 primary	PAFAH1B2 inh	PAFAH2 FP inh	PAD4 FP inh	LYPLA1 counter
COc1ccc(NC(=O)Nc2ccc3c(c2)N(C)C(=O)CS3)cc1OC	13	-3	-4	6	21	5	-6	-5	-6
CC(=O)N1Cc2cc([N+](=O)[O-])ccc2Oc2ccccc21	3	4	0	0	-4	-1	-3	-3	0
COc1ccc(-c2c(-c3ccsc3)oc(=O)c3cc(OC)c(OC)cc23)cn1	-11	/	/	7	/	4	8	-2	/
Oc1cccc(NC(=S)Nc2cccnc2)c1	11	0	3	8	2	-1	-5	-2	3
O=C(CNS(=O)(=O)c1ccc(Br)cc1)N1CCN(Cc2ccccc2)CC1	5	1	3	-6	6	14	0	-9	1
O=C(CSc1ccc(Br)cc1)NC1CCS(=O)(=O)C1 (stereo not given)	1	0	-8	-9	3	21	4	-2	-2
CCN(CC)S(=O)(=O)c1ccc(N2CCCC2)c(NC(=O)Cc2ccccc2)c1	6	-6	-5	7	14	11	5	-5	-1
CCOC(CNC(=O)c1cccc([N+](=O)[O-])c1)OCC	4	-1	5	1	0	3	8	1	0
Cc1sc2ncnc(N3CCC(C(=O)Nc4cc(Cl)ccc4Cl)CC3)c2c1C	-3	-6	-10	-5	-12	4	-4	-5	-7
O=S(=O)(c1ccc(F)c(Cl)c1)N1CCN(C/C=C/c2ccccc2)CC1	-2	/	7	0	1	0	-4	1	13
O=C(NCc1ccc(F)cc1)C(c1ccccc1)N(C(=O)c1csnn1)c1ccccc1 (stereo not given)	3	1	0	2	2	4	-3	0	-5
O=C(NCC(c1ccco1)N1CCOCC1)c1ccc(C(F)(F)F)cc1 (stereo not given)	3	7	6	3	2	-3	-3	-2	3
C=C1c2ccccc2O[C@H](C(=O)OCC)[C@@H]1C1CCCCC1	11	/	/	3	/	6	-1	0	/
CCc1cccc(C)c1NC(=O)N(C)C1CCCCC1	5	-2	-4	5	7	9	2	6	-1
CCN(CC)S(=O)(=O)c1ccc(C(=O)NN(C)C2=NS(=O)(=O)c3ccccc32)cc1	6	-9	-2	-11	0	1	1	-6	0
O=C(COc1ccccc1[N+](=O)[O-])Nc1ccccc1N1CCCCC1	-7	2	-2	6	6	7	13	1	-3
CS(=O)(=O)N(CC(=O)N1CCN(c2ccccc2)CC1)Cc1ccc(Cl)cc1	-5	-5	2	4	-3	25*	2	-1	0
O=c1[nH]c2cc3c(cc2cc1CN(CCO)S(=O)(=O)c1ccccc1)OCCO3	-3	12	-4	6	-5	3	5	-7	-5
CN(c1ccccc1)S(=O)(=O)c1cccc(C(=O)NCCCN2CCCC2=O)c1	-2	5	8	3	8	8	-2	-1	2
O=C1OC(c2ccccc2)=N/C1=C\C=C\c1ccccc1[N+](=O)[O-]	1	3	3	4	-21	1	17	-5	1
CC(C)CNC(=O)c1cccc(NC(=O)c2ccc3c(c2)C(=O)N(C)C3=O)c1	0	7	15	2	3	1	4	0	26*
COc1ccccc1N(C)S(=O)(=O)c1ccc(C(=O)N(C)Cc2ccc(Cl)s2)cc1	4	/	8	4	3	6	4	-8	3
Cc1cc(NC(=O)c2noc3c2CCCC3)n(-c2ccccc2)n1	3	-4	1	-3	2	1	5	-4	3
N#Cc1ccccc1Cn1c(=O)n(C2CCCC2)c(=O)c2ccccc21	1	-3	0	0	5	2	-10	2	-5
Cc1ccc(C)c(C(=O)NCc2ccncc2)c1	5	-3	1	3	-1	8	5	0	-1

An excerpt (hit frequency here may not be typical).
